Screening results deposited in PubChem BioAssay by Sanford-Burnham Center for Chemical Genomics.
Apaf1 inhib: human Apaf-1 inhibition; reconstituted apoptosome caspase-3 activity, DEVD-Rh110 fluorescence; inhibition, % at 20 µM; 330,000 compounds, 0.71% hits; AID 489030; active = inhibition of at least 40% at 20 µM;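 also: plate controls were DMSO wells for no effect and DEVD-CHO caspase inhibitor wells for full effect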
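System: reconstituted apoptosome with Apaf-1, cytochrome c, caspase-9, procaspase-3, dATP; Signal: Rh110 fluorescence intensity; Schedule: 30 min compound preincubation, 50 min activation, room temperature; Reagent: cytochrome c trigger plus (Z-DEVD)2-Rh110 caspase-3 substrate.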
UBC13 polyUb: inhibitors of human UBC13 polyubiquitin chain formation. TR-FRET. inhibition, % at 20 µM. 330,000 compounds, 0.47% hits. AID 485273; in the data active = inhibition above about 45%, passing the limit was not always enough
Target sequence (P61088 whole entry, looked up): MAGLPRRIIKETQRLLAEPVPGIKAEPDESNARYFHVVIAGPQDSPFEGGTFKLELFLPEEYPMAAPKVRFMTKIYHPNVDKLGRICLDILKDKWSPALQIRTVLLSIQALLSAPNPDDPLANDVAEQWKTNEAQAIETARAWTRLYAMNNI
HKDC1 inhibitor: HKDC1 (human) hexokinase inhibition | Q2TB90 | recombinant HKDC1, G6PDH/diaphorase resazurin coupled fluorescence | inhibition, % at 20 µM | 340,000 compounds, 0.16% hits | AID 493160;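 active = inhibition above about 35% when tested at 20 µM, limit read from the data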;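 also: plate controls were DMSO wells with enzyme for no effect and DMSO wells lacking enzyme for full effect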
Target sequence (Q2TB90 whole entry, looked up): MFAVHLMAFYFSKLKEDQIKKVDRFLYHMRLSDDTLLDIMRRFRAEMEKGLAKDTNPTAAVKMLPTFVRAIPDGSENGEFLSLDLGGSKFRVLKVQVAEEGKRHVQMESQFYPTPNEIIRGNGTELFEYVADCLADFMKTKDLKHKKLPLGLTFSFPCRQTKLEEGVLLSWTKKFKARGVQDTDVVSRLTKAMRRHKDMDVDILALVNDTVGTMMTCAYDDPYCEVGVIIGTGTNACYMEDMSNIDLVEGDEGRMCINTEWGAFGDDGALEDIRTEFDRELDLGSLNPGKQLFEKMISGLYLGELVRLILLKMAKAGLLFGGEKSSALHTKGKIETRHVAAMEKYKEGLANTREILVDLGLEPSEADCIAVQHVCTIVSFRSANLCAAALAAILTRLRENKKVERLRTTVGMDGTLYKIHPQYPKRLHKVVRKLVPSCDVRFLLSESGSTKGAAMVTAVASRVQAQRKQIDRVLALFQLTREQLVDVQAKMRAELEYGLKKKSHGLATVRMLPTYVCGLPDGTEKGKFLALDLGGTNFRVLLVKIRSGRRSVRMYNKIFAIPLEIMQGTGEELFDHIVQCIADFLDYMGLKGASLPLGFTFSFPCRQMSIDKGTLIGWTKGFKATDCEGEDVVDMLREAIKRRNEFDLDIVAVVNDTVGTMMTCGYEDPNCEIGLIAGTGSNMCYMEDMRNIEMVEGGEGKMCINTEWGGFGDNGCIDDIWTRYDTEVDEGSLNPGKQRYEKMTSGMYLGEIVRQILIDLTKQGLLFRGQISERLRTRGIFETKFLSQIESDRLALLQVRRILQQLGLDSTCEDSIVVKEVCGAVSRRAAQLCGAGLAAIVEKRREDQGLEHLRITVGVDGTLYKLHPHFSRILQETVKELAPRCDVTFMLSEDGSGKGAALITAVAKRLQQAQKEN
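Material – in-house recombinant HK5 (HKDC1) enzyme · Quantity – HKDC1 at 5 µg/mL · Buffer or medium – pH 8.0 Tris buffer with 10 mM MgCl2 · Reagent – glucose with 1 mM ATP · Dosing – single 20 µM dose · Times – reaction time 90 min, room temperature, protected from light · Technique – resorufin fluorescence at 613 nm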
697 NFkB inh: inhibitors of the PMA/ionomycin-induced NF-kB reporter in 697 B cells; 697 B-cell NF-kB luciferase reporter, 16 h; AID 435022; 330,000 compounds, 0.33% hits; inhibition, % at 4 µM; in the data active = inhibition above about 35%
Jurkat NFkB inh: lowers PMA/ionomycin-induced NF-kB signal in Jurkat cells; 330,000 compounds, 0.53% hits; PMA/ionomycin-induced NF-kB luciferase reporter, luminescence; inhibition, % at 4 µM
SENP7 inh: SENP7 protease inhibition. Q9BQF6. recombinant SENP7, Z-RLRGG-aminoluciferin luminescence, 40 min. inhibition, % at 5 µM. 330,000 compounds, 1.5% hits. AID 434973;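 active = inhibition above about 50% at the single test dose, limit read from the data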;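 also: plate controls were DMSO with enzyme for no effect and no enzyme buffer wells for full effect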
SENP8 inh: inhibitors of human SENP8 protease; inhibition, % at 10 µM; purified SENP8, Z-RLRGG-aminoluciferin cleavage, luminescence; 330,000 compounds, 1.2% hits; AID 2540; Q96LD8
Gli-Sufu block: blocks Gli-Sufu signaling in a luciferase reporter; Sufu-KO-LIGHT fibroblasts, Gli luciferase reporter luminescence; AID 588413; inhibition, % at 5 µM; 340,000 compounds, 0.74% hits;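 active = inhibition above about 55%, limit read from the data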;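 also: 0% = DMSO-treated cells and 100% = wells with medium but no cells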
The depositor's hits bear a star. Rule as the data show it, unless noted: active = inhibition above about 50%; inactive = the rest. Random draw from the library; any-hit rate near 3.6%.

SMILES	Apaf1 inhib	UBC13 polyUb	HKDC1 inhibitor	697 NFkB inh	Jurkat NFkB inh	SENP7 inh	SENP8 inh	Gli-Sufu block
O=C(CS(=O)CC(=O)N(CC(=O)NC1CCCC1)c1ccc2c(c1)OCCO2)Nc1ccc(F)cc1 (stereo not given)	2	-19	-3	-6	2	-13	-2	13
Cn1c2c(c(=O)n(C)c1=O)C(C(F)(F)F)(C(F)(F)F)N=C(c1ccc(Cl)cc1)N2	-23	3	4	97*	71*	0	1	88*
NS(=O)(=O)c1cc(C(=O)OCC(=O)Nc2ccccc2[N+](=O)[O-])ccc1Cl	-20	7	8	11	1	-2	-7	2
N#CC1(NC(=O)CSc2nnc(COc3ccccc3F)n2N)CCCCC1	2	-2	-1	-2	-3	-11	-7	3
O=C(NC1CC1)c1ccc(COc2ccc(F)cc2)o1	2	7	-8	2	-5	-4	4	-17
Cc1ccc(C(=O)C[n+]2ccc3ccccc3c2)cc1	19	1	-6	-5	0	8	3	14
CC(/C=N/n1c(C2CCCCC2)n[nH]c1=S)=C\c1ccccc1	31	-7	4	1	-5	8	4	-4
C1CCC(OCCN2CCN(CCOC3CCCCC3)CC2)CC1	-4	6	10	-8	5	1	2	3
O=C1OC(c2ccccc2)=N/C1=C/c1cccc(OC(=O)c2cccs2)c1	16	-11	39*	-22	-18	-2	-10	-9
COc1ccc2ncc(S(=O)(=O)c3ccccc3)c(N3CCC4(CC3)OCCO4)c2c1	5	6	-7	1	-4	-2	-8	11
Cc1cc(-c2nnc(SCC(=O)Nc3ccccc3C)n2N)n[nH]1	-8	0	-5	3	13	-4	1	1
CC1=CSC2=NC(C(F)(F)F)(C(F)(F)F)NC(=O)N12	6	-1	-2	9	6	-5	-6	3
COc1ccc(S(=O)(=O)N2CCN(CCO)CC2)cc1-c1nnc2c3ccccc3c(C)nn12	1	2	-4	7	11	3	10	-3
O=C(CC1C(=O)NCCN1Cc1cccc(Oc2ccccc2)c1)NCC1CCOCC1 (stereo not given)	-7	9	-5	11	-3	0	1	-3
CN(Cc1ccccc1)C(=O)c1ccc(NC(=O)C2=CSCCO2)cc1	-2	-6	-3	-40	-37	-13	-9	-7
O=c1[nH]cnc2onc(-c3ccc(F)cc3)c12	4	0	-6	9	-3	-3	-10	5
C[C@H](NS(=O)(=O)c1ccc(Cl)cc1)C(=O)OCC(=O)N1CCOCC1	8	-11	-2	6	-10	-27	-18	0
Cc1cccc(Nc2nnc(SC/C(O)=C(\C#N)c3nc4ccccc4[nH]3)s2)c1C	14	-7	4	6	-1	6	0	10
O=C(CSc1nccc(=O)[nH]1)Nc1ccc(N2CCOCC2)c(Cl)c1	-3	3	-5	1	7	-2	3	-26
O=C(NC(=S)Nc1nc2ccccc2s1)c1cccs1	5	0	-6	-188	-93	20	43	-51
OCCNc1nc(-c2ccccc2)c2cc(Br)ccc2n1	5	11	3	-11	8	2	-9	-1
C=CCCCCCCCCC(=O)Nc1c[nH]c(=O)[nH]c1=O	5	-11	-8	-26	-4	-5	-1	0
Cc1ccccc1C(=O)NC1CCN(CC(=O)Nc2ccccc2Cl)CC1	1	4	-1	2	19	4	-2	19
CCOC(=O)c1c(NC(=O)CSc2nnc3c(n2)[nH]c2ccccc23)sc2c1CCN(C)C2	6	-11	0	-39	-18	2	-9	10
COc1ccc(C(=O)NC2(C(F)(F)F)NC(=O)N(CCCc3ccccc3)C2=O)cc1OC (stereo not given)	8	-1	-7	-6	-5	6	8	37
c1ccc(-c2nnc(N3CCOCC3)c3ccccc23)cc1	1	-2	-4	14	-3	0	8	-13
CC(=O)N/C(=C\c1ccccc1Cl)C(=O)O	-12	-1	-8	3	0	1	-1	-12
CCOC(=O)N1CCC(NC(=O)Cn2cc3c(n2)CCCCC3)CC1	-7	-13	-3	14	-1	9	-6	19
CCOc1ccc(C(=O)NCCc2ccc3c(c2)OCCO3)cc1	-4	5	-10	3	15	1	8	3
COc1ccccc1OCCCN1C(=O)C(=O)c2cccc(C)c21	14	-18	7	14	0	5	4	2
CCN(Cc1ccccc1)C(=O)COC(=O)c1cnc(C)cn1	-4	-8	-10	-4	6	-3	-11	-8
CSc1ccc(/C=C(/NC(=O)c2ccco2)C(=O)N2CCOCC2)cc1	-3	5	-3	20	13	-1	4	5
N#Cc1c(N)n(-c2ccc(N)cc2)c2nc3ccccc3nc12	-11	-2	6	12	10	1	1	0
O=C1N[C@@H](Cc2ccccc2)[C@@H](c2ccco2)O1	-2	-1	-4	1	0	4	-13	-6
COCCN1CC(=O)N(c2cccc(C)c2C)C(c2ccc(Cl)cc2)C1=O (stereo not given)	1	-4	-3	3	12	-1	-3	0
CCOC(=O)c1ccccc1NC(=O)/C=C/C(=O)O	-1	3	5	7	-2	-1	1	3

The closing 6 compounds of the part above are carried over, then new ones follow.
SMILES	Apaf1 inhib	UBC13 polyUb	HKDC1 inhibitor	697 NFkB inh	Jurkat NFkB inh	SENP7 inh	SENP8 inh	Gli-Sufu block
CCN(Cc1ccccc1)C(=O)COC(=O)c1cnc(C)cn1	-4	-8	-10	-4	6	-3	-11	-8
CSc1ccc(/C=C(/NC(=O)c2ccco2)C(=O)N2CCOCC2)cc1	-3	5	-3	20	13	-1	4	5
N#Cc1c(N)n(-c2ccc(N)cc2)c2nc3ccccc3nc12	-11	-2	6	12	10	1	1	0
O=C1N[C@@H](Cc2ccccc2)[C@@H](c2ccco2)O1	-2	-1	-4	1	0	4	-13	-6
COCCN1CC(=O)N(c2cccc(C)c2C)C(c2ccc(Cl)cc2)C1=O (stereo not given)	1	-4	-3	3	12	-1	-3	0
CCOC(=O)c1ccccc1NC(=O)/C=C/C(=O)O	-1	3	5	7	-2	-1	1	3
COc1ccccc1NC(=O)N1CCN(C(=O)Nc2ccccc2OC)CC1	-12	8	-3	10	9	4	4	9
NC(=S)N/N=C/c1ccc(Br)o1	-19	-6	-55	17	9	-2	1	-3
O=C(NCc1ccco1)c1ccc(COc2cccc3ccccc23)cc1	12	7	18	-28	11	3	-2	2
COC(=O)c1cc(C(=O)c2cc(Cl)ccc2O)coc1=N	-8	-9	2	7	-8	11	2	25
O=C(COc1ccccc1F)Nc1ccc(N2CCOCC2)cc1N1CCOCC1	10	-4	3	5	-16	8	3	2
O=C(CN1C(=O)c2ccccc2C1=O)Nc1ccccc1N1CCOCC1	5	-8	2	-20	-3	-11	-2	2
Cc1ccc(Cn2ccc(NC(=O)c3cc(C(C)C)on3)n2)cc1	15	7	3	7	-11	-1	-7	-20
O=C(CN1CCN(c2ccc(O)cc2)CC1)Nc1ccc(S(=O)(=O)N2CCCC2)cc1	1	4	4	-4	6	0	3	9
CC(C)n1c(C(F)(F)F)nc2cc(C(=O)N3CCOCC3)ccc21	-1	2	-5	-2	3	-8	-4	11
COc1cccc(C(=O)CC(C#N)c2ccc(F)cc2)c1 (stereo not given)	1	8	-2	12	16	2	-5	15
Cc1ccc(OS(=O)Nc2cccc3nccnc23)cc1 (stereo not given)	-20	-12	6	-6	7	3	5	2
CC(/C=C/c1ccco1)=N/NC(=O)c1ccccc1Cl	9	-22	2	-50	-15	-12	-8	-29
O=C(N/N=C/c1ccncc1)c1cc2c(ccc3ccccc32)o1	11	9	1	25	-18	5	0	16
Cc1ccc(C(=O)c2c3ccccc3[n+]([O-])n2CCC(N)=O)cc1	1	2	-4	16	2	-3	4	23
Cc1cc(NC(=O)CCC(=O)N(CC(=O)NC2CCCC2)c2ccccc2)no1	-1	2	-5	6	11	8	-1	-3
Cc1cc(C(=O)OCC(=O)Nc2sc3c(c2C#N)CCC(C)C3)c2ccccc2n1 (stereo not given)	11	-15	3	-3	-12	6	3	-10
Cc1cccc(NS(=O)(=O)c2ccc(C(=O)NCC(C)(C)N3CCOCC3)cc2)c1C	9	-1	3	-16	12	4	-5	-6
Cc1c(C(=O)N(C)Cc2ccccc2)oc2c(Cl)cccc12	17	4	-2	8	8	-1	-7	0
COc1ccc(C(C)(C)C)cc1NC(=O)CNc1cccc2ccccc12	44*	-60	22	-19	0	25	48	9
COc1ccccc1C1CC(=O)NC(SCC(=O)Nc2ccccc2)=C1C#N (stereo not given)	6	8	3	5	-4	-3	11	2
O=C(CN1C(=O)c2cccc([N+](=O)[O-])c2C1=O)OCC(=O)N1CCCCC1	-1	-4	-4	3	-5	-13	-7	-11
O=C(N1CCOCC1)N(Cc1cccs1)C1CCCC1	0	-5	-1	5	-13	2	1	-6
CC1(c2nnc(Cc3ccccc3)o2)CC(c2ccc(F)cc2)=NO1 (stereo not given)	0	3	-6	34	0	1	13	-26
c1ccc2c(SCc3cn4ccccc4n3)nncc2c1	-9	-6	-7	-22	-12	-3	-4	-18
Cc1ccc(C)c(NC(=O)CN(C)C(=O)c2cccc(S(=O)(=O)N3CCCC3)c2)c1	-2	0	-3	-6	7	-1	8	-2
COCCCNC(=S)NC1CC2CCC(C1)N2Cc1ccccc1 (stereo not given)	1	6	-3	14	-2	-1	2	14
O=C(COC(=O)/C=C/c1ccc(S(=O)(=O)N2CCOCC2)cc1)NCc1ccc(Cl)cc1	10	-3	-3	-2	-4	1	3	-9
CCOC(=O)N1CCN(C(=O)COC(=O)c2ccc(N(C)C)cc2)CC1	1	1	-2	25	10	-10	5	-4
COc1ccc(-c2nnc(SCc3cccc(C#N)c3)o2)cc1	19	-6	-3	-7	-15	-16	-7	-2
COc1ccc(NC(=O)COC(=O)c2ccc(Br)o2)cc1OC	-9	2	2	24	-1	0	-4	-14
CCCc1nnc(SCC(=O)Nc2nnc(CC)s2)n1CC1CCCO1 (stereo not given)	9	1	-6	13	3	-3	-1	16
CCC(C)c1ccc(NC(=O)CN(C)CC(=O)Nc2cccc(OC)c2)cc1 (stereo not given)	7	14	-10	2	-8	2	6	-14
CCOc1ccc(S(=O)(=O)N(CCO)CCO)cc1-c1nc2c(C(C)(C)C)nn(C)c2c(=O)[nH]1	-3	17	-10	19	-8	-2	4	-75
CN(C)c1nc2ncn(Cc3ccccc3)c2c(=O)[nH]1	-21	2	-8	11	12	-5	3	10
COc1ccc(C(=O)N2CC3(CC(c4ccc(Cl)cc4)=NO3)C[C@H]2C(=O)NCC(N)=O)cc1 (stereo not given in full)	3	2	6	20	8	-2	1	-5
Cn1cccc1C(=O)NCCc1ccc(Cl)cc1	-10	3	-3	-53	-48	55*	44	-66
COc1cc(NC(=O)CN2CCC(C)CC2)c(C)cc1[N+](=O)[O-]	-5	10	-10	-11	-17	2	-7	-7
COc1ccc(N2CCN(S(=O)(=O)c3ccc(Cl)c(C(F)(F)F)c3)CC2)cc1	-1	7	-13	20	3	-3	-2	3
C[C@@H](Oc1ccccc1)c1nnn(Cc2ccccc2)c1-c1c([C@@H](C)Oc2ccccc2)nnn1Cc1ccccc1	8	-2	-1	30	14	-4	-9	-9
N#CCCn1cc(C(=O)Nc2ccc(C(=O)O)cc2)c(-c2cc3ccccc3o2)n1	-20	9	-2	13	-3	1	3	16
CC(O)c1cc2c(cc1NC(=O)c1cnn3c1NC(c1ccco1)CC3C(F)(F)F)OCO2 (stereo not given)	-14	-2	-3	16	2	-6	5	-2
COC(=O)C1=C(C)N(Cc2ccc3c(c2)OCO3)C(=O)C1	13	0	6	-1	11	-6	-7	-21
O=C(NCC1CCCO1)c1cc2ccccc2cc1O (stereo not given)	-1	0	10	12	-35	6	3	-6
CN(CC1CCCO1)S(=O)(=O)c1ccc(C(=O)Nc2nc(-c3ccccn3)cs2)cc1 (stereo not given)	-5	-33	-3	-31	25	-1	5	34
